Screens: PubChem, National Center for Advancing Translational Sciences (NCATS)
TRHR PAM – allosterically enhances the human TRH receptor | hit rate 0.66% among 360,000 | TRHR cells, fluo-8 calcium fluorescence, EC20 TRH enhancement | AID 493056 | P34981 | enhancement, % at 2 µM; in the data active = enhancement above about 30%; also: 0% is about no effect
Target sequence (P34981 whole entry, looked up): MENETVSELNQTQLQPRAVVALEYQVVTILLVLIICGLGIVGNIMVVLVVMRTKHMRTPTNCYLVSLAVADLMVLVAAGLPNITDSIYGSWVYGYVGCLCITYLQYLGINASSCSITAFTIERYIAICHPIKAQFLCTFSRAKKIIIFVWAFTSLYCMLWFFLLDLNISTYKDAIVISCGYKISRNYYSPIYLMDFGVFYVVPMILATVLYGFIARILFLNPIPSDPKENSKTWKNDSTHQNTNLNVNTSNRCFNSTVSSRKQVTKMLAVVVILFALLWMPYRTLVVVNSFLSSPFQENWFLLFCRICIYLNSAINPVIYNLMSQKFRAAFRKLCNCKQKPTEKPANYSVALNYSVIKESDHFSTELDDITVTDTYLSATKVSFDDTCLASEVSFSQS
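Enhancer read-out: after compound pinning and an initial kinetic agonist-mode read, an EC20 of TRH (10 nM final) was injected and fluo-8 calcium signal (Ex 480/Em 530) followed at 1 s/cycle for 100 cycles in TRHR-expressing cells.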
D2 potentiator – D2 dopamine receptor (human) potentiation; potentiation, % at 10 µM; hit rate 0.34% among 340,000; AID 485347; HEK293 T-REx D2, calcium flux, EC20 dopamine potentiation;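 active = potentiation over 3 SD above the plate norm, cut at about 30% in these data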; also: 0% is about no effect
Target sequence (P14416 whole entry, looked up): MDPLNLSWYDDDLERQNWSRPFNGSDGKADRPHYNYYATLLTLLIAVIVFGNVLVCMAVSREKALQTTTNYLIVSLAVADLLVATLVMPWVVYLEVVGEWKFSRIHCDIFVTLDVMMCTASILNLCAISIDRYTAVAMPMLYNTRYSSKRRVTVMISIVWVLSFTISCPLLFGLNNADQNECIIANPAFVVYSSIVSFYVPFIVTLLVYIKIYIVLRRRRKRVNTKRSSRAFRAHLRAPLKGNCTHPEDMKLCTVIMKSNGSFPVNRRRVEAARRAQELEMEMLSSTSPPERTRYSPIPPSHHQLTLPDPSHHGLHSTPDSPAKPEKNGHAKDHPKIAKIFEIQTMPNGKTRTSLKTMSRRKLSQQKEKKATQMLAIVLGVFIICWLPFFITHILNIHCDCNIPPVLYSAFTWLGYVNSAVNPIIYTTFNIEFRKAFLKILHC
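Cells plated with tetracycline inducer and held overnight at 30 C; calcium dye loaded 30–90 min at room temperature; baseline taken, compound added and read 180 s; EC20 dopamine then added and read 180 s.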
D1 potentiator – potentiators of human D1 dopamine receptor | P21728 | HEK293 TREx D1 cells, calcium flux, dopamine EC20 potentiation | potentiation, % at 10 µM | hit rate 0.036% among 360,000 | AID 504651; in the data active = potentiation above about 30%; also: 0% is about no effect
D1 ag – human D1 receptor agonism; P21728; HEK293 T-REx D1 cells, calcium flux, agonist mode; activation, % at 2 µM; hit rate 1% among 360,000; AID 504660; also: 0% is about no effect
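Tetracycline-induced HEK293 TREx D1 cells, force-coupled to calcium signalling, were dye-loaded with a no-wash calcium kit. Compound was pin-added after a 10 s baseline. Fluorescence was read kinetically at 1 cycle/s for 180 s, with calcium rises flagged as agonism.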
D2 antagonist – antagonizes the human D2 dopamine receptor; P14416; HEK293 TREx D2 cells, calcium flux, dopamine EC80; inhibition, % at 10 µM; hit rate 2% among 340,000; AID 485344; in the data active = inhibition above about 30%; also: 0% is about no effect
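Read-out: kinetic calcium fluorescence (1 cycle/s) in inducible HEK293 T-REx D2 cells after an EC80 dopamine addition that followed 180 s compound preincubation. Loss of the dopamine response indicates antagonism.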
D1 antagonist – human D1 dopamine receptor antagonism; P21728; HEK293 TREx D1 cells, calcium flux, dopamine EC80; active compounds read low; activity change, negative = inhibition, % at 10 µM; hit rate 3.2% among 360,000; AID 504652; in the data active = activity change below about -30%; also: % is scaled to controls: 0 for no effect and ±100 for the full control effect
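Compound effects on dopamine-evoked calcium signalling were measured in tetracycline-induced HEK293 Trex D1 cells. Dopamine at EC80 followed a 180 s compound pre-read, and fluorescence was tracked kinetically for 180 s more.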
D2 agonist – agonists of human D2 dopamine receptor; P14416; HEK293 T-REx D2 cells, calcium flux agonist mode; activation, % at 2 µM; hit rate 0.53% among 340,000; AID 485358;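 active = activation over 3 SD above normal in the single-dose calcium agonist read, cut at about 30% in these data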; also: 0% is about no effect
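Calcium-flux readout, 1 cycle/sec over 180 s following compound pin transfer, in inducible HEK293 Trex D2 cells (force-coupled); dopamine controls included. Positive calcium responses during this window marked compounds as potential agonists.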
RXFP1 antag – antagonists of human relaxin receptor RXFP1; AID 1259400; hit rate 0.59% among 350,000; HEK293-RXFP1, relaxin-stimulated cAMP HTRF, 30 min; active compounds read low; activity change, negative = inhibition, % at 57.5 µM;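 active = activity change of -60% or lower, but not beyond a set lower limit; inconclusive = change between -60% and -40%, or beyond the set limit; inactive = change above -40%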; also: % is scaled to controls: 0 for no effect and ±100 for the full control effect
TRHR ag – TRH receptor (human) agonism. P34981. TRHR cells, calcium flux fluo-8, FDSS agonist mode. activation, % at 2 µM. hit rate 0.18% among 360,000. AID 493084; also: 0% is about no effect
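Agonist-mode FDSS calcium read (Ex 480/Em 530, 1 s cycles) in 1536-well TRHR cells with fluo-8 dye, after 10-cycle baseline and 23 nL compound addition; TRH at EC20 (10 nM final) added afterwards for the enhancer phase.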
* marks the source's active call; other numbers are inactive results; u = inconclusive; x = no result given. Rule as the data show it, unless noted: active = activation above about 30%; inactive = the rest.

Start of the listing, in advance (2 entries):
SMILES	TRHR PAM	D2 potentiator	D1 potentiator	D1 ag	D2 antagonist	D1 antagonist	D2 agonist	RXFP1 antag	TRHR ag
CCOC(=O)N1CCN(CC(=O)Nc2ccc(C)cc2)CC1	-2	-8	-4	1	-2	-3	-0.5	-12	-0.5
N/C(=N\O)c1cn(Cc2ccccc2Cl)c2ccccc12	1	1	6	1	-11	4	-1.3	-13	-1.7

This part in full (from the top)
SMILES	TRHR PAM	D2 potentiator	D1 potentiator	D1 ag	D2 antagonist	D1 antagonist	D2 agonist	RXFP1 antag	TRHR ag
CCOC(=O)N1CCN(CC(=O)Nc2ccc(C)cc2)CC1	-2	-8	-4	1	-2	-3	-0.5	-12	-0.5
N/C(=N\O)c1cn(Cc2ccccc2Cl)c2ccccc12	1	1	6	1	-11	4	-1.3	-13	-1.7
CCOC(=O)Cn1c(=O)n(Cc2ccc(C)cc2)c(=O)c2cccnc21	-8	-1	-11	0	-5	-11	-0.3	12	-0.6
OCCC1CN(Cc2ccon2)CCN1CCc1ccccc1 (centres undefined)	4	14	0	0	0	1	0.2	2	-0.4
C=CCOc1c(Br)cc(/C=C2\SC(=Nc3ccccc3)NC2=O)cc1OC	-1	-7	-2	8	3	-3	0.7	-14	2.3
COc1cc(/C=N/NC(=O)c2cccc(NC(=O)c3ccccc3C)c2)ccc1O	-6	-25	3	-1	21	-22	0.4	-22	-0.1
Cc1nnc(SC(C)C#N)n1-c1ccccc1 (centres undefined)	2	7	1	1	-1	1	-2.6	6	0.0
Cc1ccc(-n2cc(CN(C)Cc3nccn3C)c(-c3cccc(C)c3)n2)cc1	5	-13	-1	0	-14	7	-1.5	-35	1.0
COc1ccccc1/C=N/OCc1ccc(C#N)cc1	7	11	-2	5	1	-4	-0.7	2	-0.1
COc1ccc(OC)c(S(=O)(=O)Nc2c(C)n(C)n(-c3ccccc3)c2=O)c1	-1	-1	-4	7	23	-2	0.2	4	0.5
COC(=O)c1cc(NS(=O)(=O)c2ccc(NCc3cccnc3)c(N)c2)cc(C(=O)OC)c1	-3	-8	-6	1	-14	-1	-0.5	2	-0.3
Cc1cccc(NC(=O)COC(=O)c2cccc3c2C(=O)c2ccccc2C3=O)c1C	-2	-1	-2	1	-15	-1	0.0	0	-0.8
COc1cccc(NC(=O)CN(C)C(=O)Cc2ccc3c(c2)CCC3)c1	-6	-17	x	10	14	0	0.4	-7	-0.1
Cc1cc(C(=O)Nc2nc3ccc(Cl)cc3s2)nn1C	-5	-2	-6	1	-11	-12	-0.2	-32	0.7
Cc1cc2nn(-c3ccc(F)cc3)nc2cc1NC(=O)c1cc(Cl)ccc1Cl	2	6	-2	0	x	-3	-1.0	-5	-4.8
Cc1ccc(C2C=C(c3ccccc3OC(F)F)Nc3ncnn32)cc1 (centres undefined)	-5	16	8	2	-6	10	-0.2	x	0.2
COc1ccc(NC(=O)CSc2oc(-c3cccs3)nc2S(=O)(=O)c2ccc(Br)cc2)c(OC)c1	1	1	0	1	x	-1	x	-14	0.1
Cc1ccc(S(=O)(=O)c2[nH]c(-c3ccccc3)nc2SCC(=O)O)cc1	5	-4	1	-2	x	13	1.9	5	0.6
Cc1ncoc1C(=O)N1CCCC(CCC(=O)NCc2ccc(F)c(F)c2)C1 (centres undefined)	-2	-7	-1	2	6	-4	0.0	-4	0.4
O=C(O)c1ccccc1-n1ncc2c1/C(=C/c1ccc(Cl)cc1)CC2	2	7	-8	0	0	-4	-0.5	x	0.0

Whole records as entered above:
`Cc1cccc(NC(=O)COC(=O)c2cccc3c2C(=O)c2ccccc2C3=O)c1C` in the list: TRHR PAM = -2; D2 potentiator = -1; D1 potentiator = -2; D1 ag = 1; D2 antagonist = -15; D1 antagonist = -1; D2 agonist = 0.0; RXFP1 antag = 0; TRHR ag = -0.8
`Cc1cc2nn(-c3ccc(F)cc3)nc2cc1NC(=O)c1cc(Cl)ccc1Cl` in the list: TRHR PAM = 2; D2 potentiator = 6; D1 potentiator = -2; D1 ag = 0; D2 antagonist = x; D1 antagonist = -3; D2 agonist = -1.0; RXFP1 antag = -5; TRHR ag = -4.8

(listing goes on)
SMILES	TRHR PAM	D2 potentiator	D1 potentiator	D1 ag	D2 antagonist	D1 antagonist	D2 agonist	RXFP1 antag	TRHR ag
Cc1cnc(NC(=O)c2ccc(F)c(S(=O)(=O)N3CCOCC3)c2)s1	-6	-11	-5	2	-2	-3	1.9	-2	0.4
O=C(Nc1ccc(Cl)cc1C(=O)NCc1cccnc1)c1ccc(Cl)cc1Cl	-14	4	-2	1	5	0	-0.1	8	-0.1
CC(C)CCNC(=O)CCc1nnc(COc2ccccc2)o1	1	-3	-1	0	6	12	-0.2	u	-0.2
O=P(c1ccccc1)(c1ccccc1)c1cc(Br)cc(Br)c1OCCO	-5	-3	-1	6	1	48	-1.1	-9	-0.7
Cc1ccc(S(=O)(=O)NC(=O)Nc2c(C)cccc2C)cc1	-3	-2	x	9	1	4	2.3	19	0.9
COc1ccc(CCNC(=S)NC(=O)c2ccccc2)cc1OC	-3	18	-6	2	19	-23	0.6	-2	0.6
COc1ccc(Cl)cc1NC(=O)C(=O)N/N=C/c1cc(C)n(-c2ccc(C)cc2)c1C	-5	-2	-5	4	-8	-21	-0.6	-3	1.0
COc1ccccc1-c1c(C)nn2c(N3CCC4(CC3)OCCO4)cc(C)nc12	1	2	-1	0	-2	-5	-0.6	1	-0.5
CCCc1cc(=O)[nH]c(Nc2ccc3c(c2)OCCO3)n1	-2	-6	0	0	-5	-22	-0.5	19	0.8
COc1ccc(NC(=O)CCCN2C(=O)CCn3nc(-c4cn(C)c5ccccc45)cc32)cc1	2	1	-2	4	x	35	0.7	-8	-1.0
COC(=O)Cc1ccc(NC(C)=O)cc1	-5	-4	4	-1	13	x	0.8	x	0.3
CCOC(=O)N1CCC(N(CCN(C)C)C(=S)Nc2cccc(SC)c2)CC1	-4	-4	-6	6	6	-6	-0.1	-10	0.1
Nc1ncn([C@H]2C[C@H](O)[C@@H](CO)O2)c(=O)n1	-2	1	-7	-1	5	19	-0.3	14	0.5
COc1ccc(CCNC(=O)C2CCN(S(=O)(=O)N3CCC(C)CC3)CC2)cc1OC	0	-5	6	2	-3	7	0.2	-1	-0.3
O=C1CCCN1C(=O)COc1cc(F)ccc1[N+](=O)[O-]	-5	x	-5	2	x	-14	x	-9	0.0
O=C(Oc1cccc([N+](=O)[O-])c1)c1cc(-c2ccccc2)nc2ccccc12	-2	-3	-2	6	-18	-2	-1.1	15	0.0
CCOc1ccc(N2CC(=O)N/C2=N\c2nc(C)cc(C)n2)cc1	7	27	-7	2	1	4	-0.2	-14	0.0
CC(=O)Nc1ccc(OCC(O)Cn2ccnc2)cc1 (centres undefined)	23	-1	-1	0	14	5	0.1	5	-0.2
O=C(CCC(=O)NC1CCCCC1)NCc1ccc(F)cc1	-4	5	6	1	2	6	0.3	-1	0.2
Cc1ccc(-n2c(SCC(=O)NCCN3C(=O)CSC3=O)nnc2-c2ccccc2)cc1C	-6	-2	-5	0	7	-18	-0.2	7	0.1
COc1ccccc1NC(=O)c1ccc2nc(-c3ccccc3)c(-c3ccccc3)nc2c1	1	1	-1	0	-20	23	-1.1	5	0.7
COc1cccc(CN2CCN(CC(=O)Nc3ccccc3Cl)CC2)c1	0	8	-3	0	-16	4	0.2	-15	-0.7
CN1C(=S)N(c2ccccc2)C(=O)/C1=C/c1cccs1	9	-3	-4	2	-11	18	0.0	-5	0.0
Cc1ccc(C(=O)N2CCC3(CC2)Oc2ccc(F)cc2C(=O)C32CC(c3cccnc3)=NO2)s1 (centres undefined)	-2	20	-7	5	-19	-8	0.0	x	0.4
CCOCCCNC(=O)c1ccc(-n2c(-c3ccccc3)cc3c2CCC(C)C3)cc1 (centres undefined)	-2	10	-4	5	x	1	0.0	-28	1.1
CCCCNC(=O)c1ccccc1C(=O)NCCCC	-2	0	-10	1	-14	-13	3.0	-7	0.4
CCOC(=O)c1cn2nc(-c3ccc(OC)cc3)cc2nc1C1CCN(C(=O)OC(C)(C)C)CC1	-2	2	0	0	-1	11	0.8	-1	0.2
COc1ccccc1CN1CC(C(=O)NCc2nccn2C)CCC1=O (centres undefined)	1	1	0	1	4	9	1.0	-2	1.3
Cc1ccc(Cl)cc1N1CCN(C(=O)C2CCN(S(=O)(=O)c3cnc[nH]3)CC2)CC1	10	-1	-2	3	-24	-2	1.7	-6	0.1
O=C(COC(=O)c1ccc(F)cc1)Nc1ccc(Cl)cn1	-4	0	-4	20	-2	-10	0.9	-3	1.4
CC(=O)N/C(=C\c1ccccc1)C(=O)OC(C)C(=O)c1ccccc1 (centres undefined)	7	5	-3	2	-11	-4	1.1	2	1.1
Cc1ccc2sc(N(CCCN(C)C)C(=O)c3ccc(S(=O)(=O)N(C)C4CCCCC4)cc3)nc2c1C	0	x	-2	15	x	24	x	u	0.9
Fc1ccc(C2=Nn3c(Cc4ccccc4)nnc3SC2)cc1	4	6	-11	1	-7	-29	0.4	4	0.2
CC(=O)c1ccc([N+](=O)[O-])c(CS(=O)(=O)c2ccccc2)c1	0	x	-4	4	x	-14	x	2	-0.8
Cc1ccc(NC(=O)NC(=O)N(c2ccccc2)S(C)(=O)=O)cc1	3	-3	-2	4	-4	-17	0.8	7	0.4
Cc1ccc(C(=O)O)cc1NC1(c2ccccc2)C(=O)c2ccccc2C1=O	-4	3	-4	5	x	-3	5.7	x	-0.4
Cc1nc(Cl)c(C(=O)NCc2ccccc2)c(C)c1Cl	-6	6	-3	2	2	3	-0.6	-8	-0.1
CCOC(=O)C1CCCCN1Cc1ccc(-c2ccccc2)cc1 (centres undefined)	-2	15	0	5	-2	1	-1.2	4	-0.9
O=S1(=O)CCC(n2nccc2-c2ccccc2)C1 (centres undefined)	2	-2	4	2	15	14	1.2	8	1.0
COc1cc2ccccc2cc1C(=O)N1CCN(C(C)=O)CC1	-3	2	-9	1	18	1	0.6	5	0.1
CCOc1nc(C)cc(COC)c1C(N)=O	0	0	2	2	0	20	0.0	-13	0.1
Cc1cc(F)ccc1NC(=O)c1cccnc1	4	-7	0	0	23	-8	-0.2	10	0.7
CCOc1ccc(/C=N/NC(=O)c2ccccc2NC(=O)c2ccc(OC)cc2)cc1	-2	-5	-7	1	-15	-3	-0.4	-1	1.2
CCCc1cc(C(=O)NNC(=S)NC2CCCCC2)cs1	2	-25	3	2	2	-9	0.5	-1	-0.2
Cc1cc(C)n(CC(O)COc2ccccc2C)n1 (centres undefined)	7	x	1	3	x	-1	x	-8	-1.6
O=C(CCC(=O)Nc1nnc(C2CCCCC2)s1)Nc1ccccc1	-6	-4	-12	5	16	-15	-0.5	-2	0.3
CC(=O)NC1=NN(C(C)=O)C2(S1)C(=O)N(C(C)C)c1ccc(C)cc12 (centres undefined)	-8	-12	-8	1	-3	3	-0.7	-7	-0.2
CN1CCc2c(sc3c2c(NCc2ccco2)nc2nnnn23)C1	2	-10	4	3	26	-5	4.8	-8	1.6
